Bioassay records: PubChem BioAssay, several laboratories
Rab2 wt GTP – modulators of GTP binding to Rab2A wildtype, primary screen, biochemical, dog, bead-based flow cytometry, multiplex. actives 0.19% (n = 190,000). AID 760, 2007. GST-Rab2 wt beads, Bodipy-GTP binding. Ras-related protein Rab-2A (Canis lupus familiaris), P61105. GTP binding activity, % at 10 µM;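 active = GTP binding activity at least 20 points away from 100%, either lowered or raised; inconclusive = signal likely due to the compound's own green fluorescence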;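 also: 0% = beads with excess unlabeled GTP and 100% = no-compound control corrected for plate trend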
Rac1 mut GTP – GTP binding modulators of activated mutant Rac1, primary screen, biochemical, bead-based flow cytometry, multiplex, fluorescent GTP; GST-Rac1 activated beads; actives lie on both sides; 100% means binding = to untreated wells; percent activity (GTP binding), % at 10 µM; actives 0.11% (n = 190,000); AID 764, 2007;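 active = GTP binding at least 20 percentage points away from the 100% baseline, in either direction, so actives lie on both sides; inconclusive = Compound likely fluorescent itself, or too few beads counted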
Rac1 wt modul – wildtype Rac1 GTP binding modulators, primary screen, biochemical, GST-Rac1 beads, flow cytometry, multiplex. Ras-related C3 botulinum toxin substrate 1 (Homo sapiens), P63000. fluorescent GTP binding; actives lie on both sides; 0 = cold GTP competed, 100 = untreated. GTP binding activity (% of control), % at 10 µM. actives 0.27% (n = 190,000). AID 757, 2007;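 active = GTP binding activity at least 20 points away from the 100% control level, either lower or higher; inconclusive = compound flagged as likely green fluorescent, judged across all proteins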
Avidin fluor – green autofluorescence of compounds with avidin beads – biophysical, 488/530 nm, flow cytometry, artefact control, profiling panel | fluorescence (KMESF) at 10 µM | compound fluorescence 488/530 nm; stronger effect = higher value | actives 0.38% (n = 220,000); in the data active = fluorescence above about 47; also: inactives centre near 10
GSH bead fluor – compound fluorescence on glutathione beads, profiling panel, artefact control, biophysical, 488/530 nm, flow cytometry; GSH beads flow cytometry, compound fluorescence 488/530 nm; stronger effect = higher value; fluorescence (KMESF) at 10 µM; actives 0.25% (n = 190,000); AID 1776, 2009; in the data active = fluorescence above about 89;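 also: glutathione beads carrying GST-tagged Bcl family fusion proteins plus one bare bead set; values are compound well signal with DMSO vehicle wells as background; inactives centre near 16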
Rab7 wt GTP bind – modulators of GTP binding to Rab7, primary screen, biochemical, wildtype, multiplex bead flow cytometry; Rab7 GTPase wild type (dog), Bodipy-FL-GTP binding; GST-Rab7 beads, fluorescent GTP binding; actives lie on both sides; untreated = 100%, excess cold GTP = 0%; GTP binding activity (percent of control), % at 10 µM; actives 0.055% (n = 190,000);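 active = fluorescent GTP binding to Rab7 beads changed by at least 20 points from the 100% baseline, either direction, mostly lower; inconclusive = compound itself probably fluorescent, or too few beads counted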;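 also: median green fluorescence of bound Bodipy-FL-GTP per Rab7 bead population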
Mcl1 Noxa PPI – Mcl-1/Noxa binding inhibitors, primary screen, biochemical, TR-FRET, 1536-well; actives 1.5% (n = 220,000); inhibition, % at 21.7 µM; AID 1022, 2008; TR-FRET Mcl-1/Noxa peptide binding, 2 h;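 active = compounds that cut the protein-peptide binding signal by more than 50% relative to plate controls in a single-dose test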;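 also: His-tagged Mcl-1 with rhodamine Noxa BH3 peptide and terbium anti-His antibody; 0% = Mcl-1 plus Noxa peptide wells and 100% = peptide-only wells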
Target sequence (Q07820 whole entry, looked up): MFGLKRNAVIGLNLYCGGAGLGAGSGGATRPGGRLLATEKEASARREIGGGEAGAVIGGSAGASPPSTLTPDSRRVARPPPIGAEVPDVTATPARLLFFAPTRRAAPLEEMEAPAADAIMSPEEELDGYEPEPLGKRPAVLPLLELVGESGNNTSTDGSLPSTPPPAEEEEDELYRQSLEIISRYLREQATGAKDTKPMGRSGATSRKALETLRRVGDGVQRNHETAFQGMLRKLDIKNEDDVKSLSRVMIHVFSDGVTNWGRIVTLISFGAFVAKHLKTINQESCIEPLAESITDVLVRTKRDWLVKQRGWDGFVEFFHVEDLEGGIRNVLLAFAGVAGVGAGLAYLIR
Pf gametocyte – late stage P. falciparum gametocyte viability inhibitors, primary screen, ATP luminescence, HTS; inhibition, % at 10.9 µM; AID 743093, 2013; P. falciparum stage V gametocytes, 24 h; actives 0.065% (n = 150,000);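 active = inhibition above the mean plus 3 SD of compounds within the control limits, set per campaign, cut at about 38% in these data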;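 also: 0% = DMSO wells and 100% = medium only without gametocytes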
Cdc42 wt GTP – modulators of GTP binding to wildtype Cdc42, primary screen, biochemical, multiplex bead flow cytometry, Bodipy-GTP | actives 0.2% (n = 190,000) | percent activity (GTP binding), % at 10 µM | GST-Cdc42 beads; actives lie on both sides | Cell division control protein 42 homolog (Homo sapiens), P60953 | AID 761, 2007;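 active = percent activity GTP binding at least 20 points away from the 100% baseline, either down as inhibitor or up as activator; inconclusive = compound flagged as likely green fluorescent from well-wide comparison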;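 also: median bead fluorescence of bound Bodipy-FL-GTP at 100 nM; 0% = excess unlabeled GTP control and 100% = no compound control; below 100% means less GTP binding so inhibitor and above means activator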
Target sequence (P60953 whole entry, looked up): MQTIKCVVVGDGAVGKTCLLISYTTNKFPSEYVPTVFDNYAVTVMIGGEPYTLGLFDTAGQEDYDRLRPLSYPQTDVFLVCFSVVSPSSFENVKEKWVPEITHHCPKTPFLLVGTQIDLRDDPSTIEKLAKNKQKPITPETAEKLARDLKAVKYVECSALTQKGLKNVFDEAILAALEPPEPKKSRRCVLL
HRas wt GTP – modulators of GTP binding to HRas wildtype, primary screen, biochemical, bead-based flow cytometry, multiplex; GST-Ras wt beads, Bodipy-FL-GTP binding; actives lie on both sides; GTPase HRas (Homo sapiens), P01112; AID 759, 2007; actives 0.14% (n = 190,000); GTP binding activity, % at 10 µM;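 active = GTP binding activity at least 20% away from the 100% baseline, either lowered as inhibitor or raised as activator; inconclusive = flagged as likely green fluorescent, judged across all proteins in the well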;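 also: 0% = unlabeled GTP competition control and 100% = no-compound control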
Target sequence (P01112 whole entry, looked up): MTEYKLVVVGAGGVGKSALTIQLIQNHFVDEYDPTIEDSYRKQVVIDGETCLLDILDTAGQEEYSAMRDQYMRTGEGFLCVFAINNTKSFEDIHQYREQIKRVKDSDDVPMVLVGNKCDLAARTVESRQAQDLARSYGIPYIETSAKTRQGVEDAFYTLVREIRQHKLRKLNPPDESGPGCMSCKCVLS
Mcl1-Bid inh – Mcl-1/Bid binding inhibitors, primary screen, biochemical, TR-FRET, 1536-well; TR-FRET Mcl-1/Bid-Dy647 peptide binding; inhibition, % at 21.7 µM; AID 1021, 2008; Induced myeloid leukemia cell differentiation protein Mcl-1 (Homo sapiens), Q07820; actives 0.97% (n = 220,000);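 active = compounds that cut the binding signal by more than half at the single screening dose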;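 also: His-tagged Mcl-1 with europium anti-His antibody binding Bid BH3 peptide; 0% = Mcl-1 plus peptide wells and 100% = peptide-only wells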
An asterisk follows results filed as active; ? = inconclusive; . = not tested or not shown. Compounds as they come; overall some 3% were active at least once.

SMILES | Rab2 wt GTP | Rac1 mut GTP | Rac1 wt modul | Avidin fluor | GSH bead fluor | Rab7 wt GTP bind | Mcl1 Noxa PPI | Pf gametocyte | Cdc42 wt GTP | HRas wt GTP | Mcl1-Bid inh
CC(C)CC(NC(=O)c1ccccc1)C(=O)OCC(=O)Nc1ccc(Br)cn1 (stereo not given) | 99.0 | 97.0 | 106.0 | 346* | 36 | 99.0 | -2.7 | 3.0 | 102.0 | 97.0 | -27.6
Cc1cc(C(F)(F)F)nc(CCNCc2c(C(=O)N3CCCC3)nc3ccccn23)n1 | 96.0 | 100.0 | 99.0 | 6 | 13 | 94.0 | 9.9 | 10.1 | 98.0 | 96.0 | -29.1
N#CCc1nc2n(n1)Cc1ccccc1-2 | ? | ? | ? | 27 | 17 | ? | -11.6 | . | ? | ? | 3.9
CCCCNC(=O)c1ccc2c(=O)n(CCCOCC)c(=S)[nH]c2c1 | 102.0 | 101.0 | 104.0 | 28 | 25 | 101.0 | 2.7 | -6.6 | 105.0 | 99.0 | -7.6
CCn1nc(C)c(CNC(=O)CCc2nnc(-c3ccc(C(C)=O)s3)o2)c1C | 99.0 | 96.0 | 100.0 | 11 | 22 | 101.0 | -8.8 | 17.6 | 95.0 | 98.0 | -30.4
CCOC(=O)c1c(C)[nH]c(C)c1C(=O)COC(=O)c1cccc(S(=O)(=O)N(CC)CC)c1 | 95.0 | 96.0 | 96.0 | 11 | 11 | 97.0 | -0.3 | . | 99.0 | 98.0 | -14.6
CCCCC(c1nnnn1CS(=O)(=O)c1ccc(C)cc1)N1CCN(C)CC1 (stereo not given) | 99.0 | 95.0 | 99.0 | 10 | 10 | 104.0 | 28.0 | -14.0 | 95.0 | 100.0 | 3.6
O=C(Nc1nccs1)c1ccc(COc2ccc(F)cc2)o1 | 99.0 | 95.0 | 98.0 | 11 | 25 | 96.0 | 56.3* | . | 95.0 | 97.0 | -7.1
CCC(=O)Nc1nnc(SCC(=O)Nc2ccc(F)cc2)s1 | 95.0 | 97.0 | 97.0 | 11 | 23 | 92.0 | 13.0 | . | 97.0 | 96.0 | -11.2
CC(C)CNC(=O)CN(c1cccc(Cl)c1)S(C)(=O)=O | 97.0 | 97.0 | 97.0 | 10 | 10 | 103.0 | 36.4 | -5.8 | 97.0 | 99.0 | -30.1
CCN(CC)c1ccc(C(=O)N/N=C/c2ccc(N3CCOCC3)cc2)cc1 | 102.0 | 96.0 | 99.0 | 10 | 15 | 108.0 | 3.6 | 5.3 | 96.0 | 100.0 | -25.8
Cc1ccccc1CSc1nnc(-c2ccccc2)c(=O)[nH]1 | 101.0 | 97.0 | 106.0 | 9 | 17 | 110.0 | 16.4 | -39.3 | 99.0 | 103.0 | 0.6
O=C(COc1nsnc1N1CCOCC1)N1CCOCC1 | 103.0 | 102.0 | 108.0 | 7 | 11 | 103.0 | -12.0 | 7.7 | 104.0 | 104.0 | -24.7
COc1ccc(CCNC(=O)c2cc(-c3ccncc3)nc3c(Cl)cccc23)cc1OC | 101.0 | 93.0 | 95.0 | 8 | 17 | 105.0 | 11.3 | 28.6 | 99.0 | 95.0 | -20.6
CCC(Sc1nc(C)cc(C)n1)C(=O)Nc1cc(C)on1 (stereo not given) | 98.0 | 98.0 | 99.0 | 5 | 22 | 107.0 | -6.5 | . | 98.0 | 99.0 | -2.7
CCn1cc(C2=NOC(C(=O)Nc3ccccc3C(=O)OC)C2)c(C)n1 (stereo not given) | 103.0 | 98.0 | 107.0 | 9 | 16 | 103.0 | 9.3 | . | 101.0 | 100.0 | -10.2
CC(NS(=O)(=O)c1ccc(CCC(=O)NCc2ccco2)cc1)c1ccccc1 (stereo not given) | 99.0 | 98.0 | 105.0 | 4 | 11 | 99.0 | 4.3 | 22.7 | 98.0 | 98.0 | -7.6
O=C(COC(=O)c1cc(S(=O)(=O)N2CCOCC2)ccc1Cl)Nc1ccc2c(c1)OCO2 | 95.0 | 92.0 | 93.0 | 11 | 24 | 93.0 | -1.4 | . | 98.0 | 95.0 | -17.9
CC(c1ccccc1)N(CC(=O)NC1CCCCC1)S(=O)(=O)c1cccc(C(F)(F)F)c1 (stereo not given) | 98.0 | 101.0 | 103.0 | 5 | 11 | 99.0 | -0.7 | 12.8 | 95.0 | 100.0 | -18.8
COc1ccc(OC)c2c1CC(C)(C)NC2=O | 97.0 | 99.0 | 100.0 | 6 | 19 | 98.0 | 1.4 | . | 98.0 | 98.0 | -1.3
COc1cc([N+](=O)[O-])ccc1NC(=O)Nc1ccc2c(c1)OCCO2 | 98.0 | 100.0 | 100.0 | 9 | 20 | 104.0 | 10.4 | -1.4 | 102.0 | 103.0 | -15.4
CCCc1nc2ccccc2c(C(=O)OCC(=O)c2ccc3c(c2)NC(=O)CO3)c1CC | 103.0 | 100.0 | 103.0 | 6 | 33 | 102.0 | -2.7 | -8.3 | 103.0 | 102.0 | 1.9
O=C(CSc1nccc(=O)[nH]1)N1CCN(c2ccccc2)CC1 | 96.0 | 97.0 | 101.0 | 9 | 21 | 95.0 | 8.9 | -11.7 | 96.0 | 101.0 | -26.5
CC(C)COCC(O)CC(Cc1ccccc1)C(=O)NN (stereo not given) | 95.0 | 98.0 | 99.0 | 12 | 14 | 94.0 | 4.1 | 9.8 | 98.0 | 98.0 | -6.2
O=C(Cc1ccc(S(=O)(=O)N2CCOCC2)s1)Nc1ccccc1N1CCOCC1 | 97.0 | 95.0 | 92.0 | . | 11 | 103.0 | -8.7 | -41.3 | 97.0 | 98.0 | -11.7

Reprinted from the part before: 2 compounds, followed by the next part.
SMILES | Rab2 wt GTP | Rac1 mut GTP | Rac1 wt modul | Avidin fluor | GSH bead fluor | Rab7 wt GTP bind | Mcl1 Noxa PPI | Pf gametocyte | Cdc42 wt GTP | HRas wt GTP | Mcl1-Bid inh
CC(C)COCC(O)CC(Cc1ccccc1)C(=O)NN (stereo not given) | 95.0 | 98.0 | 99.0 | 12 | 14 | 94.0 | 4.1 | 9.8 | 98.0 | 98.0 | -6.2
O=C(Cc1ccc(S(=O)(=O)N2CCOCC2)s1)Nc1ccccc1N1CCOCC1 | 97.0 | 95.0 | 92.0 | . | 11 | 103.0 | -8.7 | -41.3 | 97.0 | 98.0 | -11.7
CN(C)c1ccc(N/C=C/C(=O)c2ccco2)cc1 | 97.0 | 97.0 | 98.0 | 21 | 24 | 98.0 | 36.0 | 8.6 | 98.0 | 98.0 | -21.6
O=C(NNC(=S)Nc1ccc(Cl)cc1Cl)c1ccncc1 | 96.0 | 97.0 | 101.0 | 12 | 9 | 99.0 | -25.7 | -0.9 | 100.0 | 101.0 | -43.9
O=S(=O)(Nc1cc(S(=O)(=O)N2CCOCC2)ccc1N1CCOCC1)c1ccc2c(c1)OCCO2 | 95.0 | 96.0 | 97.0 | 12 | 13 | 96.0 | 13.3 | -16.8 | 98.0 | 95.0 | -15.5
O=C(CCCN1C(=O)S/C(=C\c2ccccc2)C1=O)NNC(=O)c1ccccc1O | 88.0 | 88.0 | 86.0 | 19 | 9 | 91.0 | 22.9 | . | 91.0 | 88.0 | -46.4
CCN1CCN(c2ncnc3c2cnn3-c2ccccc2)CC1 | 99.0 | 100.0 | 101.0 | 6 | 14 | 103.0 | 16.4 | . | 99.0 | 100.0 | -4.4
Cn1cc(C(=O)c2cccc(Cl)c2)cc1C#N | 96.0 | 96.0 | 97.0 | 11 | 14 | 99.0 | 17.0 | -18.7 | 96.0 | 97.0 | -17.5
O=C(Nc1ccc(F)cc1F)c1cc2nc3c(c(C(F)(F)F)n2n1)CCCC3 | 99.0 | 100.0 | 103.0 | 13 | 13 | 97.0 | -16.5 | . | 103.0 | 101.0 | -13.3
COc1ccc(CC(NC(C)=O)C(=O)NC2CCN(C(=O)Nc3ccc(C#N)cc3)CC2)cc1OC (stereo not given) | 93.0 | 92.0 | 95.0 | 10 | 30 | 95.0 | -5.7 | . | 94.0 | 97.0 | -20.7
O=S(=O)(c1ccc(Cl)s1)N1CCCCC1 | 98.0 | 100.0 | 103.0 | 13 | 15 | 97.0 | 11.0 | . | 99.0 | 96.0 | -12.3
CC(=O)Nc1ccccc1O | 98.0 | 103.0 | 102.0 | 8 | 18 | 98.0 | 9.7 | . | 103.0 | 101.0 | -11.2
CC(=O)c1cccc(NC(=O)N2CCc3ccccc3C2)c1 | 103.0 | 102.0 | 106.0 | 37 | 28 | 104.0 | 2.6 | . | 101.0 | 102.0 | -3.0
Cc1ccccc1NC(=O)c1cc(S(=O)(=O)N2CCOCC2)cs1 | 101.0 | 99.0 | 105.0 | 20 | 17 | 100.0 | -28.2 | . | 99.0 | 102.0 | -4.9
Cc1cc(/C=N/NC(=O)c2ccc(CN3CCOCC3)cc2)c(C)n1-c1ccccc1 | 102.0 | 101.0 | 106.0 | 17 | 34 | 102.0 | 12.4 | . | 105.0 | 101.0 | -30.7
COc1ccc(OC)c(NC(=O)Nc2ccc(Cl)cc2)c1 | 102.0 | 98.0 | 105.0 | 8 | 37 | 102.0 | 14.1 | . | 102.0 | 103.0 | -44.4
Cc1ccc(CSc2nnc(CNc3ccc(F)cc3)o2)cc1 | 95.0 | 92.0 | 96.0 | 13 | 11 | 101.0 | -19.1 | -8.6 | 93.0 | 93.0 | -31.7
O=S(=O)(c1ccc(Cl)cc1)N1CCN(C(=S)Nc2ccc(F)c(Cl)c2)CC1 | 97.0 | 100.0 | 101.0 | 14 | 11 | 98.0 | 12.8 | -12.1 | 99.0 | 101.0 | -41.5
CCCCC(CC)C(=O)Nc1ccccc1C#N (stereo not given) | 98.0 | 102.0 | 102.0 | 16 | 25 | 99.0 | -8.0 | 8.9 | 102.0 | 100.0 | -6.9
Cc1cc(NC(=O)/C=C/C(=O)N(CC(=O)NC2CCCC2)c2cccc3ccccc23)no1 | 95.0 | 94.0 | 98.0 | 7 | 17 | 93.0 | 9.7 | 12.6 | 97.0 | 96.0 | -24.0
